# High-throughput results deposited in PubChem by NCI.
# NCI-60 one-dose screen, 48 h, at 10 µM unless noted. Numbers give growth in % (100 = growth as untreated, 0 = no growth, -100 = all killed).
# SF-268 – SF-268 CNS cancer cells | 3.1% of 82,000 active | AID 1794759
# TK-10 – TK-10 renal cancer cells | 3.9% of 81,000 active
# SN12C – SN12C renal cancer cells; 3.8% of 81,000 active; AID 1794767
# UO-31 – UO-31 renal cancer; 5.2% of 81,000 active; AID 1794768
# CAKI-1 – CAKI-1 renal cancer. 4.7% of 75,000 active. AID 1794772
# U251 – U251 CNS tumor cells. AID 1794753. 5.4% of 80,000 active
# SF-295 – SF-295 CNS cancer cells | 5.6% of 79,000 active | AID 1794758
# 786-0 – 786-0 renal cancer cells | 5.1% of 81,000 active
# Starred values were filed as active, the others as inactive; . = no result given; & = joins results of further samples; ! = repeats disagree. Rule for the calls: active = growth percent below 10; inactive = the rest. The order is random; overall some 9.2% were active at least once.
SMILES,SF-268,TK-10,SN12C,UO-31,CAKI-1,U251,SF-295,786-0
CCCCCCCCCCCCCCCCOc1ccccc1NC(=O)CC(C)=O,103,114,64,26,93,99,.,60
COc1ccc(N2C(=O)C=CC2=O)cc1,112,.,104,90,98,100,114,97
CC(C)(C)OC(=O)N1CCC2(CC1)NC(=O)c1ccccc1N2,107,95,102,86,.,85,105,103
COc1cc(-c2nc(-c3ccccc3)c(-c3ccccc3)n2-c2ccc(S(=O)(=O)Nc3ncccn3)cc2)ccc1O,99,103,78,67,88,66,43,73
COc1ccc(C(=O)CSc2nc(C)c(C)n2Nc2ccccc2)cc1,104,109,99,70,81,94,90,90
CCCCCCCCc1ccc(C(=O)Nc2cccc(P(=O)(O)O)c2)cc1,107,105,.,98,94,108,97,104
COc1ccc(OC)c(C(=O)c2oc3ccc(Br)cc3c2N)c1,47,.,39,27,0.0*,9.8*,-35*,38
C=C1C(=O)O[C@H]2[C@H]1CC/C(COC(=O)OCCCCCOC(=O)OC/C1=C/CC[C@@]3(C)O[C@H]3[C@H]3OC(=O)C(=C)[C@@H]3CC1)=C\CC[C@@]1(C)O[C@@H]21,7.6*,-88*,.,-55*,-69*,4.2*,45,-64*
N#CCCCOc1ccccc1,104,106,106,.,127,103,116,.
COc1ccc(C(C)n2cc(-c3ccccc3)nn2)cc1OC1CCCC1 (stereo not given),92,91,89,76,83,94,113,91
Cn1cc(-c2nc(-c3cn(C)c4c(Cl)nccc34)cs2)c2cc(Br)ccc21,105,84,81,94,93,82,95,91
O=S(c1cc(Cl)cc(Cl)c1O)c1cc(Cl)cc(Cl)c1O,89,99,89,86,108,90,105,114

# In the list so far, 2 contain bromine:
SMILES,SF-268,TK-10,SN12C,UO-31,CAKI-1,U251,SF-295,786-0
COc1ccc(OC)c(C(=O)c2oc3ccc(Br)cc3c2N)c1,47,.,39,27,0.0*,9.8*,-35*,38
Cn1cc(-c2nc(-c3cn(C)c4c(Cl)nccc34)cs2)c2cc(Br)ccc21,105,84,81,94,93,82,95,91

# (further entries)
SMILES,SF-268,TK-10,SN12C,UO-31,CAKI-1,U251,SF-295,786-0
CCOc1cc(/C=N/NC(=O)CC#N)ccc1O,103,102,.,92,104,102,97,99
O=C1C2C(C(=O)N1c1ccc([N+](=O)[O-])cc1)C1c3ccccc3C2C2CCCCN21 (stereo not given),109,98,106,70,.,110,.,104
CCOC(=O)N1CCc2c(sc3c2C(=O)N[C@H](c2ccc(OC)cc2)N3)C1,101,109,85,88,.,97,97,98
N#CC1(C#N)C2c3ccccc3C(c3ccccc32)C1(C#N)C#N,96,101,102,78,.,105,98,99
CCOC(=O)c1cc(-c2ccccc2)nc(N)n1,106,127,95,79,94,98,94,108
CCCCCC[n+]1cccc(C(N)=O)c1,98,103,103,103,102,91,111,101
COc1ccc(S(=O)(=O)NCCNc2nccc(-c3c(-c4ccc(F)cc4)nc4sccn34)n2)cc1,63,80,65,44,71,64,.,66
O=S(=O)(c1ccccc1)N1CCN(S(=O)(=O)c2ccccc2)CC1,104,105,.,84,98,105,100,99
Clc1ccccc1/C=N\Nc1ccccn1,96,67,92,67,80,95,96,113
Nc1ccccc1C(=O)N/N=C\c1cccc([N+](=O)[O-])c1,97,106,103,85,80,.,72,99
CCN(CC)Cc1nc2ccccc2c(=O)n1/N=C/c1ccc(Cl)cc1,103,98,102,93,96,107,104,108
NS(=O)(=O)c1cccc(Nc2nc(SCC(=O)c3ccc([N+](=O)[O-])cc3)nc3ccccc23)c1,54,96,57,41,28,52,37,45

# Compound profiles (already shown).
# Profile of Nc1ccccc1C(=O)N/N=C\c1cccc([N+](=O)[O-])c1 → SF-268 = 97; TK-10 = 106; SN12C = 103; UO-31 = 85; CAKI-1 = 80; U251 = .; SF-295 = 72; 786-0 = 99
# Profile of CCOC(=O)N1CCc2c(sc3c2C(=O)N[C@H](c2ccc(OC)cc2)N3)C1 → SF-268 = 101; TK-10 = 109; SN12C = 85; UO-31 = 88; CAKI-1 = .; U251 = 97; SF-295 = 97; 786-0 = 98

# Further structures follow:
SMILES,SF-268,TK-10,SN12C,UO-31,CAKI-1,U251,SF-295,786-0
CN1CCN(CCCNC(=O)c2sc3cc(Cl)ccc3c2Cl)CC1,95,106,90,81,81,95,106,94
Nc1ccc2cc3ccc(N)cc3nc2c1,19&115,26&120,9.2*!,-15*!,4.4*!,8.7*!,14&114,44&113
Cn1c(N)c(NC(=O)CC#N)c(=O)n(C)c1=O,101,99,98,94,100,103,103,106
Cn1c2c(c3ccc(Cl)c(Cl)c31)CCn1c-2nc2ccccc2c1=O,96,113,97,94,66,100,97,103
COc1ccc2[nH]c(=O)c(CSc3nccc(-c4ccc(Cl)cc4)n3)cc2c1,29,20,34,7.1*,-76*,13,-20*,-29*
c1cc(-c2nsc(-c3ccncc3)n2)ccn1,107,66,100,91,112,96,120,82
Fc1ccc(CSc2nnc(-c3cccnc3)o2)cc1,108,92,104,89,106,92,109,89
Cc1ccc2nc(-c3c(CCCO)noc3N)[nH]c(=O)c2c1,111,95,111,47,97,100,100,99
CCC(=O)Oc1ccc(/C(=C(/C)Cc2cccc(OC)c2)c2ccc(OCCN3CCCC3)cc2)cc1,94,98,89,79,93,92,99,95
O=C(O)c1cnn(-c2ccccc2)c1-n1nnc2ccc(Cl)cc2c1=O,97,121,91,92,103,103,101,96
CCCCCCCCCC(N)=O,95,98,98,85,92,99,.,105
COc1ccc(/C=N\NC(=O)c2cnn(CC(O)c3ccccc3)c2N)cc1OCc1ccccc1 (stereo not given),93,87,99,67,68,80,71,89
COC(=O)OC1C(O[C@H]2C[C@H]3[C@@H]4CC=C5C[C@@H](O)CC[C@]5(C)[C@H]4CC[C@]3(C)[C@H]2[C@H](C)C(=O)CCC(C)C)OCC(O)C1OC1OCC(O)C(O)C1OC(=O)c1ccc(OC)cc1 (stereo not given in full),-6.2*,0.9*,43,-40*,-17*,-19*,-66*,-25*
COc1ccc(-n2nc(C(N)=O)nc2-c2cc(OC)c(OC)c(OC)c2)cc1,114,.,100,74,89,101,98,.
O=C(CN1C(=O)C(=O)c2ccccc21)NC1=Nc2ccccc2C(=O)NN1,96,.,97,87,98,93,96,97
FC(F)(F)c1nnc2n1N=C(c1ccccc1)C2,104,121,95,72,78,97,100,101
CCN(CC)CCCC(C)Nc1ccc2cc(OC)ccc2n1 (stereo not given),91,106,104,91,101,98,97,99
Cc1nc(Nc2cccc(NC(=S)Nc3ccccc3)c2)c2ccccc2n1,109,102,99,83,87,99,94,99
O=C1CCC2c3[nH]c4ccccc4c3CCN12 (stereo not given),.,107,98,85,105,99,108,113
CCOC(=O)c1cn2c3c(c(C)cc(C)c3c1=O)C(=O)/C(=C/c1ccc(C(F)(F)F)cc1)C2,84,97,105,67,90,88,92,87
CC(=O)c1ccc(NC(=O)C(=O)c2c[nH]c3ccccc23)cc1,108,92,106,108,92,99,98,103
COc1cc2c(cc1OC)[C@H](C(=O)O)[C@@H](c1ccc(OC(C)C)c(OC)c1)N(C)C2=O,116,96,90,98,80,97,94,100
CCCCn1ccnc1,112,121,99,88,99,102,.,112
O=c1c2ccccc2oc2ccc(OCCCCCCN3CCCCCC3)cc12,62,66,55,42,.,39,39,27
CCN1CCN(c2nc(-c3ccccc3)nc3oc(-c4ccccc4)nc23)CC1,98,99,96,94,97,106,99,101
O=C(CSc1nc2ccccc2c(=O)n1-c1ccccc1)Nc1ccc(S(=O)(=O)NC(=O)Nc2ccccc2)cc1,101,111,92,81,90,100,99,101
O=c1c(Nc2ccccc2)c(Nc2ccccc2)c1=O,101,120,101,94,98,106,94,108
CCOC(=O)COc1ccc2c(c1)O/C(=C\c1cccc(OC)c1)C2=O,98,101,91,92,96,101,104,99
COc1cc(OC)cc(-c2ccc(-c3ccc(C(=N)N)cn3)o2)c1,-20*,0.4*,-51*,-34*,16,-81*,-70*,-40*
O=[N+]([O-])c1cccc(C=Nc2ccc(/C=C/C3(CCl)OCCO3)cc2)c1,104,103,113,86,98,.,99,96
COc1cc2nc(Cl)nc(Nc3cccc(C(=O)/C=C/c4ccc(Cl)cc4)c3)c2cc1OC,86,149,71,57,52,51,81,65
CCCCCCNC(=O)Oc1ccc(/C(=C(/C)c2ccc(OC)cc2)c2ccc(OCCN3CCCCCC3)cc2)cc1,60,92,15,6.7*,17,20,-41*,24
Cl[C@@H]1CCO[C@H](c2cc3ccccc3c3ccccc23)C1,98,93,95,89,.,91,96,89
Nc1nc(Nc2ccccc2SSc2ccccc2Nc2nc(N)nc(-c3cccs3)n2)nc(-c2ccsc2)n1,80,118,27,-45*,20,53,-53*,94
CCN(CC)CCCC(C)N(Cc1ccccc1)CC(O)c1ccc(Cl)cc1 (stereo not given),100&102,90&92,104&100,91&95,109,102&105,96&103,97&108
CSc1cccc(NC(=O)Nc2nc3c(C)cccc3s2)c1,104,119,94,84,.,99,97,96

# Some of the entries so far, with each value named:
> COc1cc(OC)cc(-c2ccc(-c3ccc(C(=N)N)cn3)o2)c1
  SF-268 = -20*
  TK-10 = 0.4*
  SN12C = -51*
  UO-31 = -34*
  CAKI-1 = 16
  U251 = -81*
  SF-295 = -70*
  786-0 = -40*
> O=[N+]([O-])c1cccc(C=Nc2ccc(/C=C/C3(CCl)OCCO3)cc2)c1
  SF-268 = 104
  TK-10 = 103
  SN12C = 113
  UO-31 = 86
  CAKI-1 = 98
  U251 = .
  SF-295 = 99
  786-0 = 96

# The listing continues.
SMILES,SF-268,TK-10,SN12C,UO-31,CAKI-1,U251,SF-295,786-0
CC1Cc2ccc(OCCN(C)C)cc2C1=O (stereo not given),103,85,101,88,98,89,100,101
CCOC(=S)SCc1cc(=O)oc2ccc(C)cc12,95,97,97,71,.,85,93,100
O=C1c2ccccc2-n2c1nc1ccccc1c2=O,90,147,80,58,64,83,83,89
COc1ccc(-c2cc(-c3ccc(Br)cc3)nc3nc(NC(C)=O)nn23)cc1,117,141,103,71,89,100,101,98
CCCCN(CCCC)CCCCOC,114,113,92,116,117,110,119,108
O=C(NCCCl)Nc1ncn[nH]1,110,109,89,96,92,100,101,110
CCCCS(=O)(=O)Oc1ccc(-c2nc(C)c(C(=O)OCC)s2)cc1C=O,79,69,57,58,64,50,67,74
O=C(Cn1nnc2ccccc21)N/N=C/c1ccccc1O,54,65,68,30,34,51,66,68
COc1ccc2ccccc2c1/C=N/N1CCCCC1,.,105,97,89,86,98,96,96
O=C(COc1c(Cl)c(Cl)c(Cl)c(Cl)c1Cl)Nc1cccc(Cl)c1,92,96,91,75,85,90,91,83
COc1ccccc1Cn1cc2c(c1-c1cc(OC)c(OC)c(OC)c1)CCCc1cnoc1-2,80,119,78,54,46,92,69,92
COc1ccc2c(c1)c(=O)c(C(=O)O)cn2CCCOc1ccc([N+](=O)[O-])cc1,98,96,97,64,79,.,87,.
O=c1[nH]nc(-c2cc(Cl)ccc2Cl)c(=O)[nH]1,92,111,94,63,82,99,96,104
c1ccc(-c2cc(-c3c[nH]c4ccccc34)c3ccccc3n2)cc1,102,180,111,72,94,97,124,115
Clc1ccccc1C(=Nc1ccccc1)C(=Nc1ccccc1)c1ccccc1Cl,106,94,91,86,66,98,102,90
COc1ccc(/C=C(\c2cc(OC)c(OC)c(OC)c2)c2nnc(-c3ccc(N(C)C)cc3)o2)cc1,84,86,94,58,61,80,.,67
C=CCn1c(SCC(=O)Nc2ccc(OC)cc2)nnc1-c1cc(-c2ccc(S(C)(=O)=O)cc2)nc2ccccc12,75,102,89,64,81,91,91,87
O=C(Oc1ccccc1Cl)c1ccccc1,111,124,111,87,.,120,114,99
O=C(NNC(=O)c1ccc(NC(=O)c2ccccn2)cc1)Nc1ccc([N+](=O)[O-])cc1,96,101,97,76,92,79,99,96
NS(=O)(=O)c1ccc(Nc2ccnc(SCC(=O)c3ccc([N+](=O)[O-])cc3)n2)cc1,101,112,103,65,91,96,104,104
Cc1ccc(NCc2cn(-c3ccc(C(=O)O)cc3)nc2-c2ccc(C(=O)O)cc2)cc1,93,99,108,91,.,97,103,103
CS(=O)(=O)c1ccc(-c2nn(-c3ccc(F)cc3)cc2/C=N/NC(=O)c2nc(N)n[nH]2)cc1,105,123,102,86,91,101,103,98
COc1cc(-c2c(-c3ccccc3)noc2C(=O)Nc2ccc(Br)cc2)c(OC)c2c1OCO2,91,99,82,76,45,73,81,48
NC1=NC2(CCCC2)N=C(Nc2ccc(S(N)(=O)=O)cc2)N1,103,108,96,83,91,96,101,97
CC(C)=C[C@@H]1C[C@H](O)Cc2cc(Cl)ccc2N1,103,109,91,84,95,104,106,100
COc1ccc(C(=O)OC2C(OC3C(O)COC(O[C@H]4C[C@H]5[C@@H]6CC=C7C[C@@H](O)CC[C@]7(C)[C@H]6CC[C@]5(C)[C@H]4[C@H](C)C(=O)CCC(C)C)C3OC(=O)C(C)C)OCC(O)C2O)cc1 (stereo not given in full),-9.1*,8.5*,57,-15*,3.2*,2.5*,-61*,-1.6*
CC(C)CC(NC(=O)OCC1c2ccccc2-c2ccccc21)C(=O)O (stereo not given),112,109,104,94,87,98,77,98
CCOC(=O)CCN1CCN(c2ccccc2)CC1,114,126,103,86,99,104,98,102
C/C(CCc1ccccc1)=C(/C)C1CC1CCNS(=O)(=O)c1ccc(C)cc1 (stereo not given),93,105,92,89,77,95,102,95
CSC(=NC(=O)c1c(Cl)cccc1Cl)SC,105,114,93,86,108,108,107,97
Oc1cccc(-c2nc3cc4nc5ccccc5[nH]c4cc3n2)c1,88,100,102,80,106,94,97,84
CCN(CC)CCCNCc1cc(-c2ccccc2)nc2ccccc12,40,47,48,24,100,21,70,76
CCCC(=O)NC(c1cccnc1)c1cc(C)c2cccnc2c1O (stereo not given),42,46,46,27,28,41,32,39
O=C(O)c1ccc(-n2cc(/C=N/Nc3ccc(Cl)cc3)c(-c3ccc(O)cc3)n2)cc1,77,102,94,19,.,90,101,101
